FLuc inhib CS: inhibits firefly luciferase, flagging false hits in luciferase inhibition screens | ATPLite firefly luciferase biochemical luminescence, 10 min | 200,000 tested, 1.5% active | inhibition, % at 10 µM | AID 1006;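 active = inhibition above about 50% when tested at 10 µM, limit read from the data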
TLR4-MyD88 BLA: inhibitors of human TLR4-MyD88 binding. O00206+Q99836. HeLa CL3-4 TLR4/MyD88 BLA complementation, FRET ratio. inhibition, % at 8.4 µM. 200,000 tested, 0.18% active. AID 861; in the data active = inhibition above about 25%;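 note: 0% = vehicle and 100% = reference inhibitor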
Target sequence (O00206 whole entry, looked up): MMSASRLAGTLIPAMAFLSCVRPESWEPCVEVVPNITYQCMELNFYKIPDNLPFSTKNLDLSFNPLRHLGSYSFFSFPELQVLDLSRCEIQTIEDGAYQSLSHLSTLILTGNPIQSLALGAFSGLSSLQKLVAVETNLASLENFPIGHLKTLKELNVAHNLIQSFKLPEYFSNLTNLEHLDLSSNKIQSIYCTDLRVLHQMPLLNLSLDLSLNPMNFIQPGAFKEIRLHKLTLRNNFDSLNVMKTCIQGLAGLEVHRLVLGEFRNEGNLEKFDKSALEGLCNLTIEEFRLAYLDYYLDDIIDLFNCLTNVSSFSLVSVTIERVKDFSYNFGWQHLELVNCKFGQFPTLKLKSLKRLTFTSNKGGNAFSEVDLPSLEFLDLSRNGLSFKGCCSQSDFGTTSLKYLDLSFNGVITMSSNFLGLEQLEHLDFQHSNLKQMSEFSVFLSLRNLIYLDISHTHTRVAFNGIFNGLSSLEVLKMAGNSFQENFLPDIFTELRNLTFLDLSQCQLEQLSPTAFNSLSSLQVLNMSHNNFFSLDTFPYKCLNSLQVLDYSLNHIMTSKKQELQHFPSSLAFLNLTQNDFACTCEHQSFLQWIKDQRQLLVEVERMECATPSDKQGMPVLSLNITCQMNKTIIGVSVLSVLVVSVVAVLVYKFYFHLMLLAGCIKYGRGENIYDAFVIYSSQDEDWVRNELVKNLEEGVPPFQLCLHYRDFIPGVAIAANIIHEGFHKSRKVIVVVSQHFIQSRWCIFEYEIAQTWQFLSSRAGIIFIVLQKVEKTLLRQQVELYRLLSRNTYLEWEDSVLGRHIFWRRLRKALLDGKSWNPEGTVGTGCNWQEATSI
Target sequence (Q99836 whole entry, looked up): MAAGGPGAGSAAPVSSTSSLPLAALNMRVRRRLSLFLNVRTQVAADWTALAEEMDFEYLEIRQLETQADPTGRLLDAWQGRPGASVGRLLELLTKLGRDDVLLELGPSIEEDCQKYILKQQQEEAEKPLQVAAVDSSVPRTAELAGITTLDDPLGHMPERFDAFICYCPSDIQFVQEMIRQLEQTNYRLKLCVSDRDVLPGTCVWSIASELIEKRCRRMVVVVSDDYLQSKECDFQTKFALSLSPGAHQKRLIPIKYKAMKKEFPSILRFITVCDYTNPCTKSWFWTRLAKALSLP
APP 5'UTR act: APP 5'UTR luciferase reporter activation. SH-SY5Y APP 5'UTR luciferase reporter, luminescence; zero percent = DMSO vehicle wells. activation, % at 2 µM. 190,000 tested, 1% active;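 active = activation above a set limit, based on mean plus 3 SD of controls, cut at about 140% in these data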; note: values of inactives mirror those of a sister screen read the other way
FLuc stim CS: affects firefly luciferase, flagging false hits in luciferase stimulation screens | P08659 | ATPlite luciferase biochemical, luminescence, 10 min; 0 = ATP-free wells, 1 = DMSO control | activation factor at 10 µM | 200,000 tested, under 10 active | AID 1027;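 active = luciferase activation factor, scaled between plate controls, of at least 2 with compound at 10 µM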
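Assay system – cell-free luciferase reagent · Medium – PBS-based ATP solution · Dosing – test compounds dosed from 2 mM stocks in 100% DMSO · Timing – 10 min, room temperature · Technique – light output (luminescence) · Measure – luminescence gain marking luciferase activators · Controls – No-ATP low control, compound-free enzyme-plus-ATP high control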
STAT1 act: activators of IFN-gamma induced STAT1 signaling; AID 932; 200,000 tested, 2.6% active; NIH 3T3 STAT1-luciferase reporter, luminescence; 100% = IFN-gamma alone, no compound; activation (% of control), % at 5.5 µM;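 active = activation above the screen-wide mean activation plus 3 SD, cut at about 130% in these data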;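 note: raw ratio to IFN-gamma control signal so 100% means no change and 0% no light; values of inactives mirror those of a sister screen read the other way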
G6PDH counter: L. mesenteroides G6PDH inhibition counter-screen; Purified L. mesenteroides G6PDH, diaphorase/resazurin coupled fluorescence, 45 min; inhibition, % at 5 µM; 200,000 tested, 0.12% active; in the data active = inhibition above about 50%
Diaphorase inh: counter-screen for diaphorase-based assays: diaphorase inhibitors and chemical oxidizers; diaphorase resazurin-to-resorufin fluorescence, NADH, 16 min; bacterial (C. kluyveri) enzyme, not human; inhibition, % at 20 µM; 190,000 tested, 0.69% active;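 active = primary screen inhibition at 20 µM above a set limit, cut at about 50% in these data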;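 note: plate controls were DMSO with full reaction for no effect and wells lacking NADH for full effect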
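Test system: bacterial diaphorase enzyme (C. kluyveri); Quantity: 0.14 U/mL diaphorase, enzyme working solution; Times: reaction incubation of 16 min at room temperature; Measured by: fluorescence of resorufin formed from resazurin, Ex 544/Em 590 nm; Benchmarks: positive control minus NADH, DMSO neutral control.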
Diaphorase act: counter-screen for diaphorase-based assays: diaphorase activators and chemical reducers. activation factor at 20 µM. Diaphorase/resazurin coupled assay, resorufin fluorescence, 16 min; stronger effect = higher value; 1 = vehicle wells, 0 = NADH-free wells. 190,000 tested, 0.005% active. AID 1229;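 active = diaphorase activity raised at least twofold by the compound at 20 µM; inactive = activation factor below 2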
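Material: purified diaphorase enzyme from Clostridium kluyveri; Also added: 0.114 mM NADH and 0.1 mM resazurin, final amounts; Doses: single compound dose of 20 µM, 1% DMSO final; Times: 16 min enzyme reaction, ambient temperature; Detection: resorufin fluorescence, excitation 544 nm, emission 590 nm; Measure: increased resorufin signal from activators or reducing compounds.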
NF-kB neuron act: raises NF-kB expression in human neuronal cells | 190,000 tested, 1.6% active | NF-kB reporter expression; stronger effect = higher value | fold change at 12.5 µM; in the data active = fold change above about 3.3
APP transl inh: APP translation inhibition. 190,000 tested, 0.82% active. SH-SY5Y APP 5'UTR-luciferase reporter, luminescence. inhibition, % at 2 µM;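 active = inhibition above a set limit, derived from the sample mean plus 3 SD, cut at about 45% in these data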; note: values of inactives mirror those of a sister screen read the other way
An asterisk follows results filed as active; x = not tested or not shown.

SMILES	FLuc inhib CS	TLR4-MyD88 BLA	APP 5'UTR act	FLuc stim CS	STAT1 act	G6PDH counter	Diaphorase inh	Diaphorase act	NF-kB neuron act	APP transl inh
Cc1ccc(S(=O)(=O)N2CCOCC2)cc1C(=O)c1nccn1C	4	-6	4	1	105	14	16	0.8	1.1	-4
COC(=O)c1nn(-c2ccc3c(c2)OCO3)cc1O	42	-9	64	0.6	102	5	14	0.9	1.9	-64
O=C(CCCCCNc1nc(=S)[nH]c2ccccc12)NCCC1=CCCCC1	-8	-1	1	1.1	104	-13	2	1	0.9	-1
O=P1(Nn2cnnc2)C=C(c2ccccc2)OC(c2ccccc2)=C1	-6	-12	-8	1.1	98	5	18	0.8	1.1	8
CC(=O)n1cc([C@H]2C=C(C(=O)O)O[C@@H](OCCCCO)C2)c2ccccc21	-5	-1	6	1.1	94	12	38	0.6	1.1	-6
Cc1c(Br)c([N+](=O)[O-])nn1CC(=O)Nc1ccccn1	-2	8	11	1	100	1	11	0.9	x	-11
Cc1ccc(S(=O)(=O)C2(C(=O)NC3CCCCC3C)CC2)cc1 (stereo unspecified)	-8	-10	13	1.1	92	2	8	0.9	1.2	-13
O=C(NCC1CCCO1)c1ccccc1-c1nc(-c2ccccc2)no1 (stereo unspecified)	6	2	21	0.9	103	-3	12	0.9	1.1	-20
CC(=O)Nc1ccc(N2S(=O)(=O)c3ccccc3S2(=O)=O)cc1	-1	3	-25	1	96	2	18	0.8	1	26
COC(=O)c1c(-c2ccccc2)csc1N1C(=O)Nc2ccccc2N1O	71*	5	8	0.3	114	3	19	0.8	1.8	-8
CN1/C(=C/C(=O)C2CC2)C(C)(C)c2ccccc21	-5	-15	15	1.1	92	8	-7	1.1	1.1	-16
CC1Cc2nc(SCC(=O)Nc3ccccc3F)n(C)c(=O)c2S1 (stereo unspecified)	-8	-8	5	1.1	96	5	17	0.8	1	-4
CCOC(=O)c1c(NC(=O)c2nn(CC)cc2Br)c(C#N)nn1-c1ccccc1	-4	4	-6	1	93	-24	25	0.8	0.54	6
COCCOC(=O)C1=C(C)N=C2SCCC(=O)N2C1c1ccc(OC(=O)c2ccco2)cc1 (stereo unspecified)	-4	-14	-8	1	101	6	11	0.9	1.2	8
CC(C)N1C/C(=C/c2cccnc2)C(=O)/C(=C/c2cccnc2)C1	1	-12	-43	1	91	16	7	0.9	1.1	43
COc1ccc(-c2cnc(N)nc2-c2ccc(OC)cc2O)cc1	-6	-6	-11	1.1	95	16	23	0.8	0.83	11
CN(C)S(=O)(=O)N(Cc1ccc(Br)cc1)c1ccccc1	1	2	-10	1	102	26	12	0.9	1	10
CC(c1ccco1)N(C(=O)COc1ccc(Cl)cc1Cl)c1ccccn1 (stereo unspecified)	33	4	197*	0.7	122	-5	8	0.9	4*	-197
O=C1CCCCCN1Sc1ccccc1	-4	-8	2	1	98	7	14	0.9	1	-2
Fc1ccc(CNC(=S)Nc2ccc(Cl)cc2)cc1	-4	2	8	1	94	3	12	0.9	0.9	-8
Cc1ccc(-n2nc3c(=S)[nH]nc(C)c3c2C)cc1	-6	-10	-4	1.1	103	-27	30	0.7	0.76	4
CCCCN(C)CC(O)Cn1cc(/C=C/C(=O)c2cccs2)c2ccccc21 (stereo unspecified)	1	39*	6	1	105	1	0	1	1.4	-6
COc1cc(NC(=O)CN(c2ccc(C)cc2)S(=O)(=O)c2c(C)n[nH]c2C)cc(OC)c1	-2	2	0	1	99	4	1	1	0.69	0
CCC(OC(=O)CN1C(=O)C(=O)c2ccccc21)C(=O)Nc1ccc(S(N)(=O)=O)cc1 (stereo unspecified)	-5	-7	1	1	110	25	12	0.9	1.1	-1
O=C(CN(c1ccccc1)S(=O)(=O)c1ccccc1[N+](=O)[O-])Nc1ccccc1C(=O)N1CCOCC1	-3	3	8	1	100	3	3	1	1.2	-8

Individual results from the results shown.
`O=P1(Nn2cnnc2)C=C(c2ccccc2)OC(c2ccccc2)=C1` – APP transl inh: 8
`CC(=O)Nc1ccc(N2S(=O)(=O)c3ccccc3S2(=O)=O)cc1` – FLuc stim CS: 1

Additional entries:
SMILES	FLuc inhib CS	TLR4-MyD88 BLA	APP 5'UTR act	FLuc stim CS	STAT1 act	G6PDH counter	Diaphorase inh	Diaphorase act	NF-kB neuron act	APP transl inh
Cc1ccc(O)c(-c2cc(-c3ccccc3F)[nH]n2)c1	6	15	40	0.9	109	6	20	0.8	4.3*	-40
O=C1CC(c2ccccc2)Cc2nc(NCc3ccco3)ncc21 (stereo unspecified)	-4	9	16	1	100	-3	20	0.8	0.88	-16
N#Cc1ccc(-c2ccc(OCC(=O)NCCCN3CCCC3=O)cc2)cc1	0	11	4	1	106	2	12	0.9	2	-4
O=C(NCc1cccnc1)c1ccc(CS(=O)(=O)c2ccc(Br)cc2)o1	-9	1	6	1.1	85	18	0	1	0.98	-6
Cc1ccc(S(=O)(=O)N(C)CCCC(=O)Nc2cc(C)ccc2C)cc1	2	-6	10	1	94	14	4	1	0.84	-10
CN(C)CCCNc1c2c(c(C#N)c3nc4ccccc4n13)CCC2	-8	x	x	1.1	x	11	25	0.8	x	x
CC(C)CCNC(=O)C(NS(=O)(=O)c1ccc2c(c1)c(=O)n(C)c(=O)n2C)c1ccccc1 (stereo unspecified)	0	1	-13	1	101	7	5	1	1.2	13
O=C(c1cccs1)N1CCN(C(=O)N2CCOCC2)CC1	-7	7	-2	1.1	103	2	6	0.9	0.9	2
O=C(CSC1=NCCS1)Nc1ccc(S(=O)(=O)NC2CCCCC2)cc1	-9	-3	4	1.1	99	7	0	1	1.1	-4
Cc1ccc(CN2CC(C(=O)Nc3cc(S(C)(=O)=O)ccc3Cl)CC2=O)cc1 (stereo unspecified)	-2	0	-2	1	100	13	18	0.8	1.1	2
CCC(CC)NC(=O)/C=C/c1cccc([N+](=O)[O-])c1	-7	-10	-13	1.1	101	-2	8	0.9	0.86	13
Fc1ccc(Nc2nc(-c3ccncc3)nc3ccccc23)cc1F	-2	13	-9	1	96	-4	-4	1	0.8	9
O=C(Nc1ccccc1N1CCCCC1)c1ccc(Cl)c([N+](=O)[O-])c1	1	-1	15	1	94	-1	-5	1.1	1.1	-15
COc1ccc(Oc2c(-c3ccc(O)cc3O)n[nH]c2C)cc1	-7	-6	10	1.1	102	15	26	0.7	1	-10
O=S(=O)(NCc1ccccc1)c1cccc2cccnc12	-2	-11	-4	1	99	-2	12	0.9	1.2	4
CCCCNc1c2c3c(cccc3n(C)c1=O)C(=O)c1ccccc1-2	-8	41*	10	1.1	91	14	25	0.8	0.82	-10
CC(C)Cc1n[nH]c(=O)[nH]1	-2	-4	9	1	100	-10	11	0.9	1.1	-9
CC1Cc2ccccc2N1C(=O)COC(=O)c1ccc(Cl)nc1 (stereo unspecified)	-1	-2	1	1	93	8	-12	1.1	x	-2
CCn1c(=O)c(=O)[nH]c2cc(C(=O)Nc3ccc(S(=O)(=O)N4CCCC4)cc3)ccc21	-6	14	-10	1.1	92	6	25	0.7	0.56	10
O=C(NC(=O)N1CCN(c2ccc(F)cc2)CC1)c1ccccc1	-5	11	3	1.1	102	3	1	1	1.1	-2
Cc1c(Cl)c(C(F)F)nn1CC(=O)NC1C(=O)N2C(C(=O)O)=C(CSc3nnnn3C)CSC12 (stereo unspecified)	0	-8	-1	1	106	3	15	0.8	1.2	1
c1cncc(-c2nnc(-c3cccnc3)nn2)c1	6	1	3	0.9	105	32	3	1	1	-3
CN1/C(=C\C=O)C(C)(C)c2ccccc21	-8	3	-10	1.1	87	2	10	0.9	0.97	10
CCCc1ccc(-c2cc(N)n[nH]2)cc1	35	-2	-1	0.7	116	2	-7	1.1	1.2	1
CCOC(=O)c1cc2c(ccn2C)n1Cc1ccccc1Cl	-2	9	10	1	103	13	19	0.8	0.86	-10
O=C(COC(=O)c1cccc(F)c1)NC1CC1	-6	-10	23	1.1	96	-6	6	0.9	0.85	-23
O=C(CCc1nc2ccccc2[nH]1)NCc1ccc2c(c1)OCO2	-4	-7	5	1	98	11	-1	1	0.88	-5
COc1ccc(/C=C2\SC(=S)N(CCCC(=O)Nc3ccccn3)C2=O)cc1OC	-2	-10	7	1	91	-1	15	0.8	1.2	-7

Filtered by structure, the compounds so far containing an aryl thioether with sulfur outside any ring.
SMILES	FLuc inhib CS	TLR4-MyD88 BLA	APP 5'UTR act	FLuc stim CS	STAT1 act	G6PDH counter	Diaphorase inh	Diaphorase act	NF-kB neuron act	APP transl inh
CC1Cc2nc(SCC(=O)Nc3ccccc3F)n(C)c(=O)c2S1 (stereo unspecified)	-8	-8	5	1.1	96	5	17	0.8	1	-4
Cc1c(Cl)c(C(F)F)nn1CC(=O)NC1C(=O)N2C(C(=O)O)=C(CSc3nnnn3C)CSC12 (stereo unspecified)	0	-8	-1	1	106	3	15	0.8	1.2	1

Records above marked active in APP 5'UTR act:
Compound	FLuc inhib CS	TLR4-MyD88 BLA	APP 5'UTR act	FLuc stim CS	STAT1 act	NF-kB neuron act	APP transl inh
CC(c1ccco1)N(C(=O)COc1ccc(Cl)cc1Cl)c1ccccn1 (stereo unspecified)	33	4	197*	0.7	122	4*	-197

Arranged by molecular weight (descending): some entries from above.
SMILES	FLuc inhib CS	TLR4-MyD88 BLA	APP 5'UTR act	FLuc stim CS	STAT1 act	G6PDH counter	Diaphorase inh	Diaphorase act	NF-kB neuron act	APP transl inh
Cc1c(Cl)c(C(F)F)nn1CC(=O)NC1C(=O)N2C(C(=O)O)=C(CSc3nnnn3C)CSC12 (stereo unspecified)	0	-8	-1	1	106	3	15	0.8	1.2	1
O=C(NC(=O)N1CCN(c2ccc(F)cc2)CC1)c1ccccc1	-5	11	3	1.1	102	3	1	1	1.1	-2
O=C(CCc1nc2ccccc2[nH]1)NCc1ccc2c(c1)OCO2	-4	-7	5	1	98	11	-1	1	0.88	-5
O=C1CC(c2ccccc2)Cc2nc(NCc3ccco3)ncc21 (stereo unspecified)	-4	9	16	1	100	-3	20	0.8	0.88	-16
CCOC(=O)c1cc2c(ccn2C)n1Cc1ccccc1Cl	-2	9	10	1	103	13	19	0.8	0.86	-10
CCC(CC)NC(=O)/C=C/c1cccc([N+](=O)[O-])c1	-7	-10	-13	1.1	101	-2	8	0.9	0.86	13
CCCc1ccc(-c2cc(N)n[nH]2)cc1	35	-2	-1	0.7	116	2	-7	1.1	1.2	1
